Vif imaging = blocks HIV Vif function. HEK293T cells, Vif self-association by quenched fluorescence, imaging, 24 h. inhibition, % at 7.49 µM. 0.35% of 340,000 active. AID 602346; in the data active = inhibition above about 50%, passing the limit was not always enough; inconclusive = no clear call, values can overlap the other calls; inactive = below about 31%; note: some results filed as inactive read as strong as hits
CaV13 FRET inh = Primary screen for inhibitors of IQ motif and Ca2+-dependent inactivation inhibitor domain binding in CACNA1D, Förster resonance energy transfer in living cells, …. HEK cells, CFP/YFP FRET ICDI-IQ, plate reader, 10 min; percent FRET-ratio fall versus neutral wells. inhibition, % at 12.3 µM. 0.098% of 340,000 active;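 active = mean replicate inhibition of at least 30% and at least 1% of replicates passing that level; inconclusive = only one of the two criteria is met; inactive = neither criterion is met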;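 note: 0% = median of the neutral control wells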
PDI turbidity = blocks human protein disulfide isomerase activity | 0.052% of 350,000 active | PDI insulin aggregation turbidity, A650, 90 min | inhibition, % at 10 µM | AID 588391 | P07237;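 active = mean inhibition across replicates of 30% or more, whatever share of single replicates reach that level; inconclusive = mean inhibition below 30% while every single replicate reaches 30%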;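 note: absorbance from insulin aggregation driven by PDI reduction with DTT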
Exocytosis inh = lytic granule exocytosis inhibition; TALL-104 LAMP-1 surface exposure, flow cytometry; cells stimulated with thapsigargin and PMA; inhibition, % at 10 µM; 0.66% of 360,000 active;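 active = inhibition above about 55%, limit read from the data; inconclusive = no clear call, values can overlap the other calls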
hiPSC survival = hiPSC single-cell survival enhancement; AID 602274; survival enhancement, % at 20 µM; ATPlite luminescence; 100% = ROCK inhibitor wells, 0% = DMSO; 0.044% of 360,000 active; in the data active = survival enhancement above about 18%;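 note: cells exposed to compounds for 16 hours before the ATP read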
N-glyco inh = blocks N-linked glycosylation in D54 reporter cells | D54 ERlucT glycosylation luciferase reporter, 24 h; percent of 100 nM tunicamycin response | reporter increase, % at 12.5 µM | 0.23% of 360,000 active | AID 588692;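 active = mean luciferase reporter signal, scaled so untreated is 0 and the glycosylation-blocking control 100, at or above a set limit in every replicate; inconclusive = mean reaches the limit but not every replicate does; inactive = mean below the limit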;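 note: luciferase carries N-glycosylation sites so blocking glycosylation raises the light; 0% = median of neutral control wells and 100% = median of 100 nM tunicamycin wells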
HTR2A ag = agonists of mouse serotonin 5-HT2A receptor (HTR2A); P35363; CHO-K1 mHTR2A beta-arrestin complementation, luminescence; percent of 30 µM serotonin response; activation, % at 7.6 µM; 0.66% of 360,000 active;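 active = activation above a run cutoff, the mean activation of all tested compounds plus 3 SD, cut at about 14% in these data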;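 note: 0% = plate median of compound wells and 100% = 30 µM serotonin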
aDG glyco act = alpha-DG glycosylation activation | Pro5-aDG cells, alpha-DG glycosylation AlphaScreen (IIH6); 0% Pro5, 100% B10-LARGE cell signal | activation, % at 10 µM | 0.22% of 360,000 active;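 active = activation of at least 8% versus controls, or a plate z-score of at least 8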;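 note: Pro5 are CHO cells carrying HIG-tagged alpha-DG that lacks glycosylation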
H9c2 protect = modulators protecting cardiomyocytes from myocardial damage | protection from H2O2 cell death, % at 20 µM | H9c2 cardiomyocytes, H2O2 injury protection, ATPLite, 2 h | 0.63% of 360,000 active;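 active = compounds giving at least 50% protection of heart cells from peroxide-induced death in the single-dose screen, raw or plate-pattern-corrected value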;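 note: 0% = DMSO wells with peroxide and 100% = DMSO wells without peroxide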
ABCB6 inh 2 = inhibitors of human ABC transporter ABCB6 | Q9NP58 | AID 602162 | 0.19% of 360,000 active | fluorescence ratio to DMSO, % at 10 µM | K562-ABCB6 porphyrin accumulation, flow cytometry, 1 h; active compounds read low;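 active = fluorescence ratio to DMSO below 75%, the collection mean minus 3 SD; inconclusive = too few cells collected in the well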;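 note: signal is porphyrin accumulated inside mitochondria; 100% equals median channel fluorescence of DMSO control wells; lower ratio means ABCB6 inhibition with less porphyrin fluorescence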
Target sequence (Q9NP58 whole entry, looked up): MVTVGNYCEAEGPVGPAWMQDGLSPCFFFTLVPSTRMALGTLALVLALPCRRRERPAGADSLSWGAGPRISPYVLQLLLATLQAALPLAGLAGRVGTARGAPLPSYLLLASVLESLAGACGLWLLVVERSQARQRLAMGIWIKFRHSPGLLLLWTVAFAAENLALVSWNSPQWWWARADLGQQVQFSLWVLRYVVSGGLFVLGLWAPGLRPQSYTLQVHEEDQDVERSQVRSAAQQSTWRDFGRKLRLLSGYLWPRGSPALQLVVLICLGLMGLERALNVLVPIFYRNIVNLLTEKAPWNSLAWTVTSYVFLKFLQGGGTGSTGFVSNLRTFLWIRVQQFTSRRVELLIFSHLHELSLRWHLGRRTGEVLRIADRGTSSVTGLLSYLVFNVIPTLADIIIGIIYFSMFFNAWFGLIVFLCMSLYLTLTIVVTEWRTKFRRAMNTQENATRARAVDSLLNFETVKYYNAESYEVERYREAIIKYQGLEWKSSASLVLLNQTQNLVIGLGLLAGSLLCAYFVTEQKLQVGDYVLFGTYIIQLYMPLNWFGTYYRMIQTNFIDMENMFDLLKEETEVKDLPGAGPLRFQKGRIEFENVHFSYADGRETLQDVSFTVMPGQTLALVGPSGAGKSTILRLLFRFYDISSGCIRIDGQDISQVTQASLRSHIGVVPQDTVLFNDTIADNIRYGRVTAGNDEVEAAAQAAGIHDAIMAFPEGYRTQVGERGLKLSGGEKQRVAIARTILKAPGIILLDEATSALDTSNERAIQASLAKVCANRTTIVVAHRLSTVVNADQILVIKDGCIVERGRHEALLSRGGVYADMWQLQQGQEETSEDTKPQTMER
Starred values were filed as active, the others as inactive; ? = inconclusive; nt = no result given.

SMILES	Vif imaging	CaV13 FRET inh	PDI turbidity	Exocytosis inh	hiPSC survival	N-glyco inh	HTR2A ag	aDG glyco act	H9c2 protect	ABCB6 inh 2
Cc1ccc(C(=O)N/C(=C\c2cccs2)C(=O)NCC2CCCO2)cc1C (stereo not given)	-8	-4	0	-1	-0.9	0	-2	0.1	7	105
Cc1sc(NC(=O)CN2C(=O)NC3(CCCC3)C2=O)nc1-c1ccc(F)cc1	-14	-5	6	-2	-0.3	6	7	0.4	-3	98
Cc1ccc(CN2CCN(C/C(Cl)=C/c3ccccc3)CC2CCO)o1 (stereo not given)	nt	-5	6	-1	-1.5	-1	-3	0.1	0	95
O=C(CSc1ncnc2c1nnn2-c1ccc(F)cc1)NCC1CCCO1 (stereo not given)	3	-5	-20	3	3.9	0	-10	-0.1	-18	104
CSCCC(NC(=O)c1ccccc1)C(=O)NCCCSc1ccccc1 (stereo not given)	22	-13	5	5	6.1	-1	-6	-0.1	1	101
CCc1ccc(C2CC(=O)N(c3ccc(F)cc3)C3=C2C(=O)OC3)cc1 (stereo not given)	5	16	-3	1	2.5	0	-5	0.0	-1	106
Cc1nc2ccc(C(=O)N3CCN(c4ccccc4)CC3)cn2c1N(C)C(=O)CCc1ccccc1	-1	-6	-6	-1	-2.0	-1	-2	-0.1	4	99
O=C(NCc1ccncc1)C(=O)NCC1OCCCN1S(=O)(=O)c1ccccc1 (stereo not given)	4	-4	30	25	-0.2	0	1	0.0	3	97
CCCNC(=O)CS(=O)(=O)Cc1nc(-c2ccccc2C)oc1C	11	-5	nt	0	-1.6	2	-8	-0.3	-2	77
Cc1c(NC(=O)c2cnn3cccnc23)c(=O)n(-c2ccccc2)n1C	-3	-9	-1	1	0.9	1	1	0.0	-5	100
CC1(C(=O)NCc2ccc(C(F)(F)F)cc2)CCN1C1Cc2ccccc2C1 (stereo not given)	-20	-5	-3	-2	0.8	-3	1	0.0	-17	96
CCOC(=O)Cn1c(=O)oc2cc(S(=O)(=O)Nc3cc(Cl)ccc3OC)ccc21	nt	-6	9	-7	4.0	1	-4	-0.1	1	104
CN(C)CC(O)CN1C(=O)N(CN2C(=O)N(CC(O)CN(C)C)C(=O)C2(C)C)C(C)(C)C1=O (stereo not given)	8	-3	5	2	1.1	1	11	-0.3	4	103
Nc1ccc2ccccc2c1[N+](=O)[O-]	-6	-6	-1	-4	-1.9	2	-4	-0.1	-3	97
OCc1c(Cl)nc2ccccn12	-5	-5	-4	-1	0.8	-1	3	0.0	16	94
CC(=O)c1ccc2noc(-c3ccc(C)cc3)c2c1	0	-11	1	6	1.1	1	3	0.3	8	98
c1ccc(-n2nnnc2-c2cnc(-c3cccnc3)nc2-c2cccs2)cc1	19	-5	0	3	-2.0	-1	6	1.7	-5	98
COc1cccc(NC(=S)N(CCCN2CCC(C)CC2)Cc2cccs2)c1	-5	4	-1	3	-0.7	-4	-8	0.4	0	94
Cc1ccc(NC(=S)N(CCN(C)C)Cc2cccs2)cc1	-2	4	-9	11	0.2	0	-7	0.3	15	98
O=C(C1CCOCC1)N1CCCC(N2CCN(c3ccc(F)cc3)CC2)C1 (stereo not given)	11	-3	6	1	0.0	0	-1	-0.1	-7	101
Cc1ccc(OC2CCN(C(=O)[C@H]3O[C@@H](n4ccc(=O)[nH]c4=O)[C@H](O)[C@@H]3O)CC2)cc1	0	-3	nt	-1	-1.4	-1	-3	0.0	8	94
Cc1c(NC(=O)/C(C#N)=C/c2ccc(-c3ccc(Cl)c(Cl)c3)o2)c(=O)n(-c2ccccc2)n1C	5	-4	-20	-3	1.3	0	2	1.2	8	?
CCOc1ccc(CCNC(=O)COC(=O)/C=C/c2ccccc2)cc1OCC	0	-7	-2	14	0.5	2	-6	-0.3	-3	89
CCOc1ccc(S(=O)(=O)N2CCCCC2)cc1NC(=O)Cc1ccc(OC)cc1	-14	-10	10	12	-4.0	-6	-7	0.7	-2	107
Cn1c(=O)c2c(nc(Cc3ccc(N)cc3)n2C)n(C)c1=O	-4	-17	2	-8	0.5	7	7	0.5	0	89
CCC(c1nnnn1Cc1ccccc1)N(Cc1ccco1)Cc1cc2cc(OC)ccc2[nH]c1=O (stereo not given)	-8	nt	-5	-1	0.0	-4	-1	0.0	39	100
O=C(CN(Cc1ccco1)S(=O)(=O)c1ccccc1)N/N=C/c1ccccc1C(=O)O	-1	-5	-10	0	3.2	1	0	0.2	9	101
Cc1ccc(N2CC(=O)N(NC(=O)c3sc4nc(C)cc(C)c4c3N)CC2=O)cc1	-15	-5	16	0	-0.2	0	-3	0.0	-1	97
CCOC(=O)c1cc(-c2ccc(F)cc2)n(CC(=O)NC(C)CC)c1C (stereo not given)	1	-18	-1	-10	0.9	2	-3	0.2	6	109
CC1(C2CC2)NC(=O)N(CC(=O)N2CCN(c3ccc(F)cc3)CC2)C1=O (stereo not given)	-3	-7	1	-2	0.6	0	1	0.1	-1	98
C=CCc1cccc(/C=C/c2cc(=O)c3ccccc3[nH]2)c1O	-4	-3	2	-3	-0.6	0	1	0.6	5	102
CCn1cc(C(=O)NCc2ccco2)c2cc(OC)c(OC)cc2c1=O	nt	nt	12	-5	1.5	2	1	-0.3	21	99
OC1c2cc(Br)ccc2N=C2CCCN21 (stereo not given)	-10	-4	8	-7	5.8	14	-1	0.0	4	97
O=C(O)c1nn(-c2cccc(C(F)(F)F)c2)ccc1=O	3	-5	8	-1	0.0	2	2	0.1	-3	100
CCN(CC)CCNC(=O)c1ccc2c(c1)ncn2C1CCCCC1	0	nt	-3	-1	4.7	-3	6	0.2	12	99
Cc1nnc(SCCN2CCOCC2)n1C	-11	-10	-3	6	0.1	2	0	0.2	2	97
O=C(Nc1ccc(N2CCOCC2)c(Cl)c1)c1ccc2c(c1)OCCO2	-26	-4	-3	-2	0.9	-4	-1	0.5	4	91
O=S1(=O)CC(N2CCCCC2)CN1Cc1ccccc1 (stereo not given)	8	-8	nt	3	-0.7	2	3	0.1	1	103
COc1cc(OC)c(-c2c3cc(O)c(=O)cc-3oc3cc(O)c(O)cc23)cc1OC	0	-5	0	1	-2.0	-11	-5	-0.3	6	123
O=C(N/N=C/c1c(Cl)[nH]c2ccccc12)c1sc2ccccc2c1Cl	-7	-5	-1	3	-1.4	6	-3	-0.2	9	98
CCOc1ccc2c(c1)/C(=N/N1C(=O)c3ccccc3C1=O)C(=O)N2	3	-6	-2	8	-2.5	3	3	-0.2	9	97
CCC(C)NC(=O)[C@@H]1CSC2c3ccccc3C(=O)N21 (stereo not given in full)	10	-16	13	-9	-0.4	2	3	0.0	-2	98
C/C(=N/NC(=O)c1cccs1)c1ccc(NC(=O)COc2ccc(Cl)cc2Cl)cc1	?	-6	-5	-1	-1.8	40*	-4	0.2	1	95
O=C(COC(=O)c1cc([N+](=O)[O-])ccc1N1CCOCC1)Nc1ccccc1OC(F)F	-8	-4	5	-12	1.4	-1	2	0.4	-6	97
Cc1ccc(OCCOCCN2CCN(C)CC2)c([N+](=O)[O-])c1	-6	-7	-2	2	2.0	3	-1	0.7	2	106
COc1ccc(C(=O)N2CCC(N3CCN(c4ccccc4)CC3)CC2)cc1	-2	nt	8	-1	-0.1	-1	-7	0.4	-2	87
Cn1cc(CN2CCN(c3ccccc3)CC2)c2ccccc21	1	-3	12	27	0.1	0	9	0.1	1	98
COc1ccc(C(=O)COC(=O)C2CC3CCCC(C2)C3=O)cc1Br (stereo not given)	9	-6	4	9	-0.6	2	2	-0.2	-4	94
CCC(=O)Nc1ccc2c(c1)N(C(C)=O)c1ccccc1CC2	24	3	-3	-1	-0.5	0	6	0.0	0	101
CN1OC[C@@H]2CN3C(=O)N(c4ccccc4)c4ccccc4[C@@H]3C[C@@H]21	20	-7	nt	5	1.6	1	6	-0.1	2	101
COc1ccc(NC(=S)c2ccncc2)cc1	0	-4	-5	4	2.0	-2	2	0.4	-2	106
COc1ccc(S(=O)(=O)N2CCOC2CNC(=O)C(=O)NCCc2ccc(S(N)(=O)=O)cc2)cc1 (stereo not given)	12	-6	nt	1	-0.9	-1	-3	0.2	-7	100

Only Vif imaging, for some of the entries so far:
SMILES,Vif imaging
CCC(=O)Nc1ccc2c(c1)N(C(C)=O)c1ccccc1CC2,24
CN1OC[C@@H]2CN3C(=O)N(c4ccccc4)c4ccccc4[C@@H]3C[C@@H]21,20

Structures from the list above with a Cl atom (7):
SMILES	Vif imaging	CaV13 FRET inh	PDI turbidity	Exocytosis inh	hiPSC survival	N-glyco inh	HTR2A ag	aDG glyco act	H9c2 protect	ABCB6 inh 2
Cc1ccc(CN2CCN(C/C(Cl)=C/c3ccccc3)CC2CCO)o1 (stereo not given)	nt	-5	6	-1	-1.5	-1	-3	0.1	0	95
CCOC(=O)Cn1c(=O)oc2cc(S(=O)(=O)Nc3cc(Cl)ccc3OC)ccc21	nt	-6	9	-7	4.0	1	-4	-0.1	1	104
OCc1c(Cl)nc2ccccn12	-5	-5	-4	-1	0.8	-1	3	0.0	16	94
Cc1c(NC(=O)/C(C#N)=C/c2ccc(-c3ccc(Cl)c(Cl)c3)o2)c(=O)n(-c2ccccc2)n1C	5	-4	-20	-3	1.3	0	2	1.2	8	?
O=C(Nc1ccc(N2CCOCC2)c(Cl)c1)c1ccc2c(c1)OCCO2	-26	-4	-3	-2	0.9	-4	-1	0.5	4	91
O=C(N/N=C/c1c(Cl)[nH]c2ccccc12)c1sc2ccccc2c1Cl	-7	-5	-1	3	-1.4	6	-3	-0.2	9	98
C/C(=N/NC(=O)c1cccs1)c1ccc(NC(=O)COc2ccc(Cl)cc2Cl)cc1	?	-6	-5	-1	-1.8	40*	-4	0.2	1	95

Screening results deposited in PubChem by several laboratories.
